Luc counter = counter-screen: inhibitors of Kinase-Glo firefly luciferase; Kinase-Glo luciferase, ATP luminescence, 8 min; 200,000 tested, 0.28% active; Potency, µM (highest dose often 38.3 µM), inactives show at the highest dose activity change, negative = inhibition, usual class: inhibitors; Q27757; note: potency is the fitted concentration of half-maximal effect; % is set by controls: 0 for no effect and ±100 for the full control effect; nearly all actives have a fitted effect of over 60% in size
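Substrate mix (final 50 mM imidazole pH 7.2, 50 mM KCl, 7 mM MgCl2, 10 uM ATP, 0.01% Tween 20, 0.05% BSA) plus pin-tool compound, then Kinase-Glo detection mix; 8 min ambient, luminescence read.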
HttQ103 aggreg = reduces HttQ103-GFP aggregates in PC12 cells. 220,000 tested, 1.1% active. Potency, µM (highest dose often 46.1 µM), for the others: top-dose activity change, negative = inhibition, actives largely listed as inhibitors. AID 1688. PC12 HttQ103-GFP aggregates, Acumen cytometry, 40 h; note: potency is the fitted concentration of half-maximal effect; % is set by controls: 0 for no effect and ±100 for the full control effect; nearly all actives have a fitted effect of over 60% in size
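Quantitative HTS on tebufenozide-induced (100 nM) PC12 cells stably expressing polyQ103 Huntingtin exon 1–GFP. Reduction of bright GFP aggregates, detected by laser scanning cytometry after lysis, identified actives across the titration.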
Lamin A splicing = LMNA splicing modulation | 200,000 tested, 0.01% active | AID 1487 | HeLa LMNA splicing GFP/RFP minigene ratio, 48 h | Potency, µM (highest dose often 46.1 µM), inactives show at the top dose ratio change, negative = inhibition, usual class: inhibitors; active = well fitted inhibition curve with a large enough effect in the signal ratio, with a control signal flat, not every such curve was filed as active; inconclusive = small, poorly fitted or top-dose-only effect, or effect the other way, or a change in a side signal; the % refers to the signal ratio; note: potency is the fitted concentration of half-maximal effect; % is set by controls: 0 for no effect and ±100 for the full control effect
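S3 HeLa stable clones carrying a lamin A-EGFP splicing minigene plus DsRed2 were seeded at 600 cells/well in Opti-MEM with 2% FBS, pin-dosed and incubated 48 h at 37°C. Acumen cytometry (488 nm) gave the GFP/RFP total-intensity ratio.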
SMN2 splice up = increases expression of the SMN2 splice variant; HEK293 SMN2-luciferase splicing reporter, luminescence, 30-36 h; Potency, µM (highest dose often 46.1 µM), for the others: top-dose activity change, positive = activation, usual class: activators; 210,000 tested, 2.8% active; AID 1458; note: potency is the fitted concentration of half-maximal effect; % of control where 0% means no effect; nearly all actives have a fitted effect of over 55% in size
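qHTS luciferase splicing reporter: luminescence rises when SMN2 exon 7 is included in transfected HEK293 cells. Compound exposure lasted 30-36 h at 37C, with 4.5 mM final sodium butyrate as control, followed by a ONE-Glo read.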
IMPase Li inh = membrane-permeable IMPase blocker, potentiated with lithium; CHO-M1 cells, IP1 TR-FRET (IP-One), carbachol + lithium; Potency, µM (series often up to 59.4 µM), for inactives: at the top dose activity, negative = IMPase inhibition, most hits filed as inhibitors; 210,000 tested, 0.35% active; AID 1457;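 note: IP1 builds up when IMPase is blocked and the TR-FRET signal falls; potency is the fitted concentration of half-maximal effect; plate controls were basal vehicle for no effect and high inhibitor control for full effect; nearly all actives have a fitted effect of over 50% in size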
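Steps: plate 2000 CHO-M1 cells per well and culture 16–30 h; add compound and lithium; incubate 30 min, 37C; add d2-IP1 tracer and Eu cryptate anti-IP1 antibody in lysis buffer; read after 10 min at room temperature.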
HTT cytoprotect = cytoprotection in Huntington HTT-Q103 PC12 cell model; Potency, µM (top dose mostly 56.4 µM), for inactives: cytoprotection (ATP increase), most hits filed as activators; PC12 HTT-Q103 induced, cytoprotection, ATP luminescence, 40 h; AID 1471; 230,000 tested, 0.14% active;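 note: potency is the fitted concentration of half-maximal effect; % of control where 0% means no effect; nearly all actives have a fitted effect of over 45% in size; toxic huntingtin expression switched on by the ecdysone agonist tebufenozide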
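PC12 cells stably carrying ecdysone-inducible Htt exon 1 (Q103)–GFP were induced with 100 nM tebufenozide (final) alongside library compounds in a dose series. Cytoprotection was scored as retained ATP by ATPlite luminescence.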
CBFb-RUNX1 inh = blocks binding between human CBF-beta and RUNX1; 230,000 tested, under 10 active; AlphaScreen CBFb-His/RUNX1-biotin binding, biochemical; AID 1477; Potency, µM (doses to about 59.8 µM), without a hit: top-dose activity, negative = inhibition, most hits filed as inhibitors; Q01196+Q13951; note: % of control where 0% means no effect
Target sequence (Q01196 whole entry, looked up): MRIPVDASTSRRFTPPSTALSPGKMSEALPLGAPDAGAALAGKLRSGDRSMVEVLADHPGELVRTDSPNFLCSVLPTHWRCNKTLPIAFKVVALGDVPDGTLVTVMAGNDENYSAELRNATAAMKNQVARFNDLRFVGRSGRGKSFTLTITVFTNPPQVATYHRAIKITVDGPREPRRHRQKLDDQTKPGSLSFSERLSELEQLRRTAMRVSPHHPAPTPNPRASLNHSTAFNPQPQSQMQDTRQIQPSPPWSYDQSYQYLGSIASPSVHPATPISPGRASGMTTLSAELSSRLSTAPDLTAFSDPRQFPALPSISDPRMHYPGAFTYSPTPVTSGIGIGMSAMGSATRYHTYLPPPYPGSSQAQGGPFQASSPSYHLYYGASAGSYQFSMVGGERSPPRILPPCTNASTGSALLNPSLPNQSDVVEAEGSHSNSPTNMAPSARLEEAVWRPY
Target sequence (Q13951 whole entry, looked up): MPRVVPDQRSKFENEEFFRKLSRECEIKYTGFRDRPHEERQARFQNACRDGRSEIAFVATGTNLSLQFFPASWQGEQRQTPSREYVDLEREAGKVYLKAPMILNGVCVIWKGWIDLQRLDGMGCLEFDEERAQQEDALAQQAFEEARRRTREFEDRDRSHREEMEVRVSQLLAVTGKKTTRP
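Proteins preincubated together for 20 min at RT before compound addition; 15 min later, nickel and streptavidin beads were added and left 90 min prior to AlphaScreen measurement.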
Numbers without * were called inactive; ? = inconclusive; / = no result given; [ ] = dose if it differs, or a comment. Unless noted, calls come from the whole dose curve; as a rule, active = well fitted curve in the direction sought with a large enough effect; inconclusive = small, poorly fitted or top-dose-only effect, or another doubt; inactive = no such curve, though single readings can be large; an effect the other way counts as inactive or inconclusive.

Structure | Lamin A splicing | IMPase Li inh | Luc counter | HTT cytoprotect | HttQ103 aggreg | SMN2 splice up | CBFb-RUNX1 inh
O=C(NC1CCN(Cc2ccccc2)CC1)c1ccc(N2CC3CC(C2)c2cccc(=O)n2C3)c([N+](=O)[O-])c1 (configuration not stated) | / | 8% | 1% | -17% | -7% | 12% | -5%
CN1CCN(S(=O)(=O)c2cccc(C(=O)NC3CCCc4ccccc43)c2)CC1 (configuration not stated) | ? | -12%[38.3 µM] | 7% | -4% | -20% | 5% | 15%
COCCNCCCOc1ccc(Cl)cc1Br | ? | 5% | 1% | 10%[10 µM] | 11%[9.22 µM] | -23% | 0%
C[N+](C)=C1SCC(C)(/C=N/O)S1 (configuration not stated) | / | / | / | 24%[10 µM] | 31%[9.22 µM] | / | -5%
O=C(CCc1ccccc1)Nc1cc(Cl)ccc1O | -10% | 33%[activator][38.3 µM] | -6% | -9% | 1% | 26% | 6%
CCOc1cccc(/C=C/c2ccc3ccccc3n2)c1OC(C)=O | / | 21% | 3% | -18% | 14%[9.22 µM] | 1.6µM* | -1%
CCN(CC)S(=O)(=O)c1ccc(C(=O)NNC(=O)c2cccs2)cc1 | ? | 4% | -2% | 13%[10 µM] | -4% | -4%[1.84 µM] | 9%
Clc1ccc(-c2cc(-c3nnc4n3CCCCC4)c3ccccc3n2)cc1 | -15% | / | / | 16%[10 µM] | ? | / | -7%
Cc1cc(C(=O)COC(=O)c2nccnc2N)c(C)n1C | ? | -1% | -9% | -57%[inhibitor] | -4% | 11µM* | -16%
CC(C)Sc1nc2c(c(=O)[nH]c(=O)n2C)n1C | 3% | -5%[38.3 µM] | -2% | -29%[0.074 µM] | 25% | 0% | 5%
Cc1cccc(C(=O)O/N=C2\CCCc3ccccc32)c1 | 2% | 8%[38.3 µM] | -16% | -18% | 10% | -15% | 21%
CCSc1nnc(Cn2c(=O)sc3ccccc32)n1-c1ccc(OC)cc1 | 3% | 0% | 3% | -4% | -5% | 12% | 3%
CCNc1ncc2nc(-c3ccccc3)c(=O)n(C3CC3)c2n1 | / | -26% | -3% | -121%[inhibitor] | / | -2% | /
Cc1ccc(S(=O)(=O)N2CCC(N3CCCCCC3)CC2)cc1 | -1% | 7% | -1% | 15%[10 µM] | 5% | 8% | 6%
CCN(CC)C(=O)c1cc([N+](=O)[O-])cc2c1-c1ccc([N+](=O)[O-])cc1C2=C(C#N)C#N | / | / | / | 17%[10 µM] | 11%[9.22 µM] | / | -9%
Cc1ccc(C)c(SCC(=O)NC(=O)NCc2ccccc2)c1 | ? | 13% | -3% | / | 20% | -1% | -3%
CCc1ccc(OCc2n[nH]c(=S)n2Cc2ccccc2)cc1 | / | 8% | -5% | ? | 9%[9.22 µM] | / | 4%
COc1ccc(-c2nc3cnc(N4CCN(C)CC4)nc3n(CCc3ccccc3)c2=O)cc1 | 25% | -25% | / | -36%[inhibitor] | / | / | /
O=C1NN=C(c2ccccc2)CC1c1c[nH]c2ccccc12 (configuration not stated) | ? | 13% | 2% | -10% | 22% | -25% | -18%
Cc1cc(C(=O)COC(=O)c2ccc(O)cc2)c(C)n1CC1COc2ccccc2O1 (configuration not stated) | -9% | 9% | -3% | 2%[10 µM] | 17% | -2% | -14%
COc1cc(C(=O)N/N=C\c2ccccc2)c([N+](=O)[O-])c(OC)c1OC | ? | -6% | 4% | -19%[10 µM] | -5% | -2% | -5%
O=C(c1ccco1)N1CCN(c2nc3ccsc3c(=O)s2)CC1 | -2% | 26%[38.3 µM] | 4% | 11% | ? | 23% | 3%
O=[N+]([O-])c1cccc(N/N=C/c2cc([N+](=O)[O-])ccc2O)c1 | -4%[46 µM] | 13% | 6% | -26% | -26% | 20% | -12%
CCOC(=O)c1[nH]c(C)c(C(=O)OCC(=O)N(CC)C2CCS(=O)(=O)C2)c1C (configuration not stated) | 10% | 20%[38.3 µM] | -14% | -11% | 27% | -7% | 4%
Cc1ccc(-c2csc3nc(CN(C)Cc4ccccc4)[nH]c(=O)c23)cc1 | ? | -1% | 1% | -104%[inhibitor] | ? | -5% | -14%
O=C(c1ccc(Cl)c(S(=O)(=O)N2CCCC2)c1)N1CCN(c2ccc(F)cc2)CC1 | ? | 5% | -2% | -17% | -17% | -56%[inhibitor] | ?
Cc1nc(NC(=O)c2ccccc2)sc1C1(C)CC(c2c(Cl)cccc2Cl)=NO1 (configuration not stated) | / | / | / | 13%[10 µM] | -28%[9.22 µM] | / | 12%
COc1ccccc1NC(=S)NNC(=O)c1cc(C)n(C)n1 | 2% | 22%[38.3 µM] | -1% | ? | -23% | -9% | -12%
N/C(=N\OC(=O)c1ccccc1Cl)c1cccnc1 | -4% | -8% | -15% | -11%[10 µM] | -9% | 16µM* | 10%
CCCCOc1ccccc1C1C(C(=O)OC)=C(C)N(C)C(C)=C1C(=O)OC | 0% | 4% | 0% | 0% | ? | -11% | 2%

Single records, from the list above. Screens in order: Lamin A splicing | IMPase Li inh | Luc counter | HTT cytoprotect | HttQ103 aggreg | SMN2 splice up | CBFb-RUNX1 inh
`Cc1nc(NC(=O)c2ccccc2)sc1C1(C)CC(c2c(Cl)cccc2Cl)=NO1` (configuration not stated) across the screens: / | / | / | 13%[10 µM] | -28%[9.22 µM] | / | 12%
`CCN(CC)C(=O)c1cc([N+](=O)[O-])cc2c1-c1ccc([N+](=O)[O-])cc1C2=C(C#N)C#N` across the screens: / | / | / | 17%[10 µM] | 11%[9.22 µM] | / | -9%
`N/C(=N\OC(=O)c1ccccc1Cl)c1cccnc1` across the screens: -4% | -8% | -15% | -11%[10 µM] | -9% | 16µM* | 10%

Further structures follow.
Structure | Lamin A splicing | IMPase Li inh | Luc counter | HTT cytoprotect | HttQ103 aggreg | SMN2 splice up | CBFb-RUNX1 inh
COc1ccc(NC(=O)CCNC(=O)Cn2cnc3ccccc3c2=O)c(OC)c1 | -10% | -7% | 3% | 4%[10 µM] | 5% | -8% | 1%
Cc1onc(-c2c(F)cccc2Cl)c1C(=O)Nc1cccc(Cn2cccn2)c1 | -2% | 40%[38.3 µM] | 1% | 3% | 2% | 12% | 2%
CCC(C)(C)NC(=O)C(c1ccccn1)N(C(=O)c1csnn1)c1ccccc1 (configuration not stated) | 10%[46 µM] | -1% | 3% | -2%[10 µM] | 8%[9.22 µM] | / | 4%
COc1cccc(C2CC(c3cccc(Br)c3)n3ncnc3N2)c1 (configuration not stated) | -6% | 7% | 7% | -4% | 8% | 4% | 1%
O=C1C2C3CC(C(Br)C3Br)C2C(=O)N1CC1CCCO1 (configuration not stated) | / | / | / | -1%[10 µM] | -2%[9.22 µM] | / | 12%
O=C(N/N=C/c1ccncc1)c1ccc(NS(=O)(=O)c2cccs2)cc1 | / | 7% | 0% | -12%[10 µM] | 5% | 9% | 13%
COC(=O)c1ccc(COc2ccc(-c3nn[nH]n3)cc2)cc1 | ? | / | / | 2% | 17% | / | 4%
COc1ccc(NC(=O)/C(Cl)=C(/Cl)S(=O)Cc2ccc(Cl)cc2)cn1 (configuration not stated) | / | 29% | -2% | -155%[inhibitor] | 4.5µM* | -70%[inhibitor] | -9%
COc1ccc(/C=C/C(=O)c2c(O)ccc3c(C)cc(=O)oc23)cc1 | ? | -5% | -1% | 4%[10 µM] | -16% | -25% | -2%
O=C(c1ccc2c(=O)n(-c3ccccc3)c(=O)[nH]c2c1)N1CCN(c2ccc(F)cc2)CC1 | ? | -4%[38.3 µM] | -5% | 0% | -8% | -33%[inhibitor] | 6%
N#CCC(=O)Nc1ccc(C(=O)OCC(=O)Nc2ccccc2Sc2ccccc2)cc1 | / | 8% | -4% | -7% | -7% | 3% | 4%
CC1=C(C)C(=O)C(N2CCOCC2)=CC1=O | -14% | 26% | -12% | -9%[10 µM] | ? | -60%[inhibitor] | 1%
CCCC1S/C(=N/N=C/c2ccc(OC)cc2)N(Cc2ccccc2)C1=O (configuration not stated) | ? | 29%[38.3 µM] | -4% | 14% | -6% | -14% | 1%
COc1ccc(NC(=O)c2sccc2SCc2cccc(C(F)(F)F)c2)cc1 | -11% | 22% | 2% | 5%[10 µM] | ? | -1% | 24%
Cc1ccc2nc(N3CCN(c4ccccc4F)CC3)c(C=O)c(=O)n2c1 | / | 7% | 6% | -47%[inhibitor] | ? | / | 14%
O=C(N/N=C/c1cccnc1)c1ccccc1OCc1ccc(Cl)cc1 | / | 6% | 0% | -66%[inhibitor] | -23% | -12% | 5%
Cc1csc(NC(=O)C2CCCN2C(=O)Oc2ccccc2)n1 (configuration not stated) | -2% | 54%[activator][38.3 µM] | 0% | 8% | 0% | ? | 5%
O=C(CN1CCN(c2ccc(Cl)cc2)CC1)Nc1cccc(F)c1 | 6% | 12%[38.3 µM] | -1% | 12% | 13% | -5% | 6%
CC(C)Cc1nnc(NC(=O)c2cc(-c3ccncc3)nc3ccccc23)s1 | / | / | / | 4%[10 µM] | 8%[9.22 µM] | / | -15%
Cc1cc(NC(=O)COC(=O)C2COc3ccccc3O2)no1 (configuration not stated) | ? | -15%[38.3 µM] | -2% | 31% | -25% | -2% | 11%
CCCC12CN(C(=O)c3ccc(OC)cc3)CC(C)(CN(C(=O)c3ccc(OC)cc3)C1)C2=O | 2% | 22%[38.3 µM] | 1% | 17% | -11% | -12% | 8%
C(=N/Nc1nc(-c2ccccc2)cc(-c2ccccc2)n1)/c1cccnc1 | ? | 11% | -8% | -20%[10 µM] | 3% | 2.5µM* | -6%
CCCOc1ccc(N2C(=O)CC(N(C(=O)c3ccco3)c3ccc(OCCC)cc3)C2=O)cc1 (configuration not stated) | 5% | 28%[38.3 µM] | -4% | 11%[10 µM] | 1% | -7% | -2%
O=C(Nc1ccc(O)cc1)/C(=C\c1cccs1)NC(=O)c1ccccc1 | -8% | 4% | 1% | -5%[0.074 µM] | 30% | -4% | -3%
NC(=S)NC(=O)c1ccccc1 | / | / | / | -11%[10 µM] | -17%[9.22 µM] | / | 10%
COc1ccc(C(=O)NCc2ccc(C(=O)NCC(OC)OC)cc2)cc1OC | / | -7% | -1% | -9% | -12% | -7% | 4%
CS(=O)(=O)N(CC(=O)NC1CC1)c1cccc(F)c1 | 6% | 18%[38.3 µM] | 1% | -15%[0.074 µM] | -9% | -1% | 0%
CCOC(=O)/C(C#N)=c1/s/c(=C2\C=Cc3ccccc3N2CC)c(=O)n1CC | -2% | 9%[38.3 µM] | -10% | 1% | 13% | 13% | -9%
CC(=O)Cn1c(CN2CCCC2)nc2ccccc2c1=O | -4%[46 µM] | -1% | -1% | -26% | 12% | -15% | 3%

Source: PubChem BioAssay
